# Bioassay records (PubChem)
# CBFb-RUNX1 inh – CBF-beta/RUNX1 interaction disruption; AID 1477; AlphaScreen CBFb-His/RUNX1-biotin binding, biochemical; Potency, µM (highest dose often 59.8 µM), for the others: top-dose activity, negative = inhibition, usual class: inhibitors; 230,000 tested, under 10 active; further: % of control where 0% means no effect
# Target sequence (Q01196 whole entry, looked up): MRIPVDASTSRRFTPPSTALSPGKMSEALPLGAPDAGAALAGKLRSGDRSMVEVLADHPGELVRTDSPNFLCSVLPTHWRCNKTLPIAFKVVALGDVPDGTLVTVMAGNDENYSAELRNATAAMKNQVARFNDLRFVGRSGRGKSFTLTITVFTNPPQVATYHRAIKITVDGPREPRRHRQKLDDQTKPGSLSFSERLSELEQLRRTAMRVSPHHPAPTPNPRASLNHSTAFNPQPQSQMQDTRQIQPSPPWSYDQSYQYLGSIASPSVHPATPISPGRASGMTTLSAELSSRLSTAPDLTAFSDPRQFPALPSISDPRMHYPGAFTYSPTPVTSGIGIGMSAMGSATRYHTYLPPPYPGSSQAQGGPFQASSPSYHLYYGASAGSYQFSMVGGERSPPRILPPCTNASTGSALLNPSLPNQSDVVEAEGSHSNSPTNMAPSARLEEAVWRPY
# Target sequence (Q13951 whole entry, looked up): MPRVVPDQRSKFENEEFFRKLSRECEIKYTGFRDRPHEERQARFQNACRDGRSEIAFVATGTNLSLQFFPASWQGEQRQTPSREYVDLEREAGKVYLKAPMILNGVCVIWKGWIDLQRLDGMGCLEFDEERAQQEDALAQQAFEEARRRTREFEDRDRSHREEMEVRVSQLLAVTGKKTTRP
#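 CBF-beta (His) and RUNX1 (biotin), 30 nM each; 20 min preassociation; + compound, 15 min; + beads 50 ng each (Ni, streptavidin), 90 min; RT; AlphaScreen read.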
# GAA inhib – alpha-glucosidase (human) inhibition; Potency, µM (top dose mostly 76.9 µM), for inactives: at the highest dose activity change, negative = inhibition, actives largely listed as inhibitors; purified human GAA, 4-MU-alpha-glucoside fluorescence; 0.005% of 200,000 active;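 further: potency means the concentration at half of the fitted maximal effect; plate controls were uninhibited enzyme wells for no effect and no-enzyme background for full effect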
#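 Fluorogenic assay: 4 nM human alpha-glucosidase with 400 uM 4-methylumbelliferyl-alpha-D-pyranoside in 50 mM citrate/phosphate, 0.005% Tween-20, pH 5.0, 20 min at room temperature. Compounds tested up to 77 uM; AC50 from Hill fits.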
# HTT ATP protect – cytoprotection in Huntington HTT-Q103 PC12 cell model; Potency, µM (series often up to 56.4 µM), for the others: cytoprotection (ATP increase), actives largely listed as activators; AID 1471; 0.14% of 230,000 active; PC12 HTT-Q103 induced, cytoprotection, ATP luminescence, 40 h;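 further: potency means the concentration at half of the fitted maximal effect; % of control where 0% means no effect; nearly all actives have a fitted effect of over 45% in size; toxic huntingtin expression switched on by the ecdysone agonist tebufenozide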
#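 Quantitative HTS on tebufenozide-induced (100 nM) PC12 cells expressing HTTQ103 exon 1–GFP; compounds tested as a concentration series; survival measured via cellular ATP.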
# HttQ103 aggreg – inhibitors of mutant huntingtin aggregate formation in PC12 cells; PC12 HttQ103-GFP aggregates, Acumen cytometry, 40 h; Potency, µM (top dose mostly 46.1 µM), for the others: top-dose activity change, negative = inhibition, actives largely listed as inhibitors; 1.1% of 220,000 active; further: potency means the concentration at half of the fitted maximal effect; on the % scale 0 is the no-effect control and ±100 the full control effect; nearly all actives have a fitted effect of over 60% in size
#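 Huntingtin Q103 exon 1–GFP aggregates in induced PC12 cells (100 nM tebufenozide) were quantified by cytometry from lysates, with compounds dosed in titration.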
# GAA spleen mod – inhibits or activates alpha-glucosidase in human spleen homogenate | human spleen homogenate, 4-MU-alpha-glucoside fluorescence | Potency, µM (doses to about 79.9 µM), for the others: at the highest dose activity change, negative = inhibition, actives largely listed as inhibitors | 0.006% of 240,000 active;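 further: potency means the concentration at half of the fitted maximal effect; 0% = enzyme with vehicle and -100% = no enzyme basal signal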
#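 Human spleen homogenate (1 ug) incubated with compounds and 1 mM 4-methylumbelliferyl-alpha-D-glucopyranoside in pH 5.0 citrate/phosphate buffer, 37 C, 40 min. Stopped at pH 10; 4-MU fluorescence (Ex 365/Em 440 nm); AC50 by Hill fit.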
# LMNA splice mod – LMNA splicing modulation; HeLa LMNA splicing GFP/RFP minigene ratio, 48 h; Potency, µM (titrated, usually from 46.1 µM), without a hit: at the highest dose ratio change, negative = inhibition, usual class: inhibitors; 0.01% of 200,000 active; active means well fitted inhibition curve with a large enough effect in the signal ratio, with a control signal flat, not every such curve was filed as active; inconclusive means small, poorly fitted or top-dose-only effect, or effect the other way, or a change in a side signal; the % refers to the signal ratio; further: potency means the concentration at half of the fitted maximal effect; on the % scale 0 is the no-effect control and ±100 the full control effect
#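 S3 HeLa cells stably expressing lamin A-EGFP splicing minigene plus DsRed2, 600 cells/well, 48 h compound exposure at 37C. Laser-scanning cytometry; analysed as GFP (500-530 nm)/RFP (575-640 nm) total intensity ratio; 0.5% DMSO vehicle.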
# GAA glycogen mod – inhibitors or activators of human alpha-glucosidase glycogen cleavage. P10253. recombinant GAA, glycogen substrate, Amplex Red glucose oxidase fluorescence. Potency, µM (highest dose often 76.4 µM), for the others: at the top dose activity change, negative = inhibition, hits mostly inhibitors. 0.38% of 300,000 active. AID 2100;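 further: potency means the concentration at half of the fitted maximal effect; 0% = full enzyme reaction and -100% = no-enzyme basal signal; the screen sought inhibitors and activators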
#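 Recombinant human alpha-glucosidase (4 nM final) hydrolysed bovine liver glycogen (30 ug) for 40 min at 37 C in pH 5.0 citrate/phosphate with 0.01% Tween-20. Released glucose detected by glucose oxidase/Amplex Red, Ex 573/Em 610 nm. Compounds up to 77 uM; AC50 from Hill fits.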
# An asterisk follows results filed as active; ? = inconclusive; · = no result given; & = joins results of further samples; [ ] = another dose, or the depositor's remark. Unless noted, the call rests on the fitted dose curve; in most records, active means well fitted curve in the direction sought with a large enough effect; inconclusive means small, poorly fitted or top-dose-only effect, or another doubt; inactive means no such curve, though single readings can be large; an effect the other way counts as inactive or inconclusive.
no.	SMILES	CBFb-RUNX1 inh	GAA inhib	HTT ATP protect	HttQ103 aggreg	GAA spleen mod	LMNA splice mod	GAA glycogen mod
1	CC(C)(C)NC(=O)C(c1ccccn1)N(C(=O)c1ccc2c(c1)OCCO2)C1CCCC1 (stereo not drawn)	4%	8%	-1%[10 µM]	-20%	-6%	-5%	-13%
2	COc1cc(/C=N/Nc2nc3ccccc3s2)ccc1O	-10%	·	-12%[10 µM]	4%[9.22 µM]	-10%	·	?
3	O=C(c1cccs1)N1CCN(S(=O)(=O)N2CCCCC2)CC1	5%	-1%	-6%	-12%	-1%	-5%	-10%
4	C/C(=N\NC(=O)CN(c1ccccc1Br)S(C)(=O)=O)c1cccs1	0%	8%	-20%	22%	-15%	-7%[46 µM]	-6%
5	NC(=O)COC(=O)c1c2c(nc3ccccc13)CCCCC2	-6%	-11%	-35%	9%	2%	?	-2%
6	O=C(/C=C/c1ccco1)NCC(=O)N/N=C/c1ccc(Cl)cc1	-3%	-4%	·	47%	1%	·	10%
7	COc1ccc(OC)c(CNC(=O)Cc2c(C(=O)O)[nH]c3ccc(Cl)cc23)c1	8%	0%	9%	-13%	0%	·	6%
8	O=C(COC(=O)[C@H](Cc1ccccc1)NC(=O)c1cccs1)NC1CC1	5%	0%	7%[10 µM]	-13%	-20%	-4%	-3%
9	O=C(O)CCCCCN1C(=O)C(O)=C(C(=O)/C=C/c2ccccc2)C1c1ccc2c(c1)OCO2 (stereo not drawn)	9%	?	-3%[10 µM]	-6%[9.22 µM]	0%	14%[46 µM]	-7%
10	C=CCn1c(SCc2ccc([N+](=O)[O-])cc2)nnc1C(C)NC(=O)c1ccccc1 (stereo not drawn)	-3%	-1%	-33%	16%	-14%	2%	6%
11	Cc1[nH]n(-c2cccc([N+](=O)[O-])c2)c(=O)c1-c1ccccc1	-27%	-5%	-32%	-9%	·	20%[9.22 µM]	?
12	O=C(c1ccc(-c2ccccc2)cc1)N1CCN(c2ccccn2)CC1	-7%	-8%	-16%	-21%	·	-13%[46 µM]	1%
13	COc1ccc(C(=O)OCC(=O)NC(=O)NC(C)C)cc1OC	?	2%	-16%[10 µM]	3%	-1%	17%[46 µM]	1%
14	COc1ccccc1NC(=O)C1CC(=O)N(c2ccc(F)cc2)C1 (stereo not drawn)	4%	-12%	-18%[0.074 µM]	6%	0%	12%	4%
15	CCNc1ccc(C(=O)NN=C2CCCC2)cc1[N+](=O)[O-]	-49%	-5%	-83%[inhibitor]	?	12%	8%[46 µM]	-25%
16	CCOC(=O)c1c(C)nc2sc3c(=O)n(-c4ccc(C(C)=O)cc4)nnc3c2c1-c1ccc(Cl)cc1	-3%	-6%	-15%	16%	-13%	10%	-5%
17	CCCCN(Cc1ccccc1)S(=O)(=O)c1ccc2[nH]c(=O)oc2c1	-1%	-1%	4%	-10%	-4%	?	-4%
18	O=C(C1CCCO1)N(c1cccc(Cl)c1)C1C=CS(=O)(=O)C1 (stereo not drawn)	5%	-8%	5%	15%	-7%	0%	-4%
19	Cc1ccc(NC(=O)CCC(=O)NNC(=O)C(C)(C)C)c(C)c1	9%	4%	-11%	20%	1%	·	-1%
20	CC1=C(C(=O)Nc2ccc(C)cc2C)C(c2cccc([N+](=O)[O-])c2)n2nc(C(=O)OC(C)C)nc2N1 (stereo not drawn)	4%	-3%	-19%[10 µM]	-9%	14%	5%	2%
21	CN1CCN(C2Cc3ccccc3Sc3ccc(S)cc32)CC1 (stereo not drawn)	-27%	·	-33%[inhibitor]	·	-6%	·	·
22	CC(=O)Nc1cccc(/C(C)=N/NC(=O)c2ccccc2Cl)c1	-2%	-6%	9%	1%	-6%	0%	8%
23	CCOc1ccc(C2CC(c3cccc(OC)c3OC)n3nnnc3N2)cc1Cl (stereo not drawn)	-1%	?	-12%	?	-8%	10%	-12%
24	CCOC(=O)c1sc(C)c(C(=O)NCC(C)(C)CN(C)C)c1N	14%	?	1%	-7%	-10%	7%	-5%
25	Cc1cc(C(=O)N/N=C/C=C/c2ccccc2)n[nH]1	16%	·	7%[10 µM]	1%[9.22 µM]	3%	·	3%

# Ordered by length of the SMILES (lowest first): part of the list above.
no.	SMILES	CBFb-RUNX1 inh	GAA inhib	HTT ATP protect	HttQ103 aggreg	GAA spleen mod	LMNA splice mod	GAA glycogen mod
2	COc1cc(/C=N/Nc2nc3ccccc3s2)ccc1O	-10%	·	-12%[10 µM]	4%[9.22 µM]	-10%	·	?
21	CN1CCN(C2Cc3ccccc3Sc3ccc(S)cc32)CC1 (stereo not drawn)	-27%	·	-33%[inhibitor]	·	-6%	·	·
5	NC(=O)COC(=O)c1c2c(nc3ccccc13)CCCCC2	-6%	-11%	-35%	9%	2%	?	-2%
15	CCNc1ccc(C(=O)NN=C2CCCC2)cc1[N+](=O)[O-]	-49%	-5%	-83%[inhibitor]	?	12%	8%[46 µM]	-25%
12	O=C(c1ccc(-c2ccccc2)cc1)N1CCN(c2ccccn2)CC1	-7%	-8%	-16%	-21%	·	-13%[46 µM]	1%
18	O=C(C1CCCO1)N(c1cccc(Cl)c1)C1C=CS(=O)(=O)C1 (stereo not drawn)	5%	-8%	5%	15%	-7%	0%	-4%
7	COc1ccc(OC)c(CNC(=O)Cc2c(C(=O)O)[nH]c3ccc(Cl)cc23)c1	8%	0%	9%	-13%	0%	·	6%
10	C=CCn1c(SCc2ccc([N+](=O)[O-])cc2)nnc1C(C)NC(=O)c1ccccc1 (stereo not drawn)	-3%	-1%	-33%	16%	-14%	2%	6%
1	CC(C)(C)NC(=O)C(c1ccccn1)N(C(=O)c1ccc2c(c1)OCCO2)C1CCCC1 (stereo not drawn)	4%	8%	-1%[10 µM]	-20%	-6%	-5%	-13%
9	O=C(O)CCCCCN1C(=O)C(O)=C(C(=O)/C=C/c2ccccc2)C1c1ccc2c(c1)OCO2 (stereo not drawn)	9%	?	-3%[10 µM]	-6%[9.22 µM]	0%	14%[46 µM]	-7%
20	CC1=C(C(=O)Nc2ccc(C)cc2C)C(c2cccc([N+](=O)[O-])c2)n2nc(C(=O)OC(C)C)nc2N1 (stereo not drawn)	4%	-3%	-19%[10 µM]	-9%	14%	5%	2%

# Some of the entries so far, with two lines to a compound:
# Every second line gives: CBFb-RUNX1 inh	GAA inhib	HTT ATP protect	HttQ103 aggreg	GAA spleen mod	LMNA splice mod	GAA glycogen mod
18: O=C(C1CCCO1)N(c1cccc(Cl)c1)C1C=CS(=O)(=O)C1 (stereo not drawn)
  5%	-8%	5%	15%	-7%	0%	-4%
15: CCNc1ccc(C(=O)NN=C2CCCC2)cc1[N+](=O)[O-]
  -49%	-5%	-83%[inhibitor]	?	12%	8%[46 µM]	-25%

# Additional structures follow:
no.	SMILES	CBFb-RUNX1 inh	GAA inhib	HTT ATP protect	HttQ103 aggreg	GAA spleen mod	LMNA splice mod	GAA glycogen mod
26	COc1ccc2c(c1)nc(SCC(=O)c1ccc(Br)s1)n2C	2%	1%	?	3%	-5%	-2%	-24%
27	Cc1ccc(-n2c(=O)cc(N3CCCCCC3)[nH]c2=O)cc1	-8%	-19%	-28%	-1%	0%	-10%	4%
28	CCCOc1ccc(C(=O)NCCO)cc1	-4%	-1%	7%	-3%	2%	-5%	-11%
29	CCOC(=O)c1ccc(Oc2nc(OC)cc(OC)n2)cc1	5%	2%	-44%[inhibitor]	-23%	-1%	·	-6%
30	COC(=O)c1scc(C)c1N/N=C(\C)c1ccc(F)cc1	11%	-14%	-10%	23%	3%	-6%	-10%
31	CCOc1cccc2sc(N(CCN(CC)CC)C(=O)c3cccc([N+](=O)[O-])c3)nc12	1%	1%	12%	-2%	-4%	5%[9.22 µM]	9%
32	CC(=O)N[C@H](C(=O)O)C(C)(C)SN=O	18%	·	·	·	7%	-18%	·
33	COc1ccc(OC)c(NC(=O)Cc2coc3ccc(C)cc23)c1	-1%	-29%	5%	-9%	-4%	-7%	-7%
34	COC(=O)C1CCN(C(=O)c2ccccc2Oc2ccccc2)CC1	-3%	?	-7%	0%	-5%	2%	2%
35	O=C(Nc1ccccc1Br)c1c(F)cccc1Cl	10%	-4%	-7%	10%	2%	2%[46 µM]	0%
36	CCOc1ccc(-c2csc(NC(=O)C3CCCO3)n2)cc1 (stereo not drawn)	8%	-2%	4%[10 µM]	-18%	6%	?	1%
37	COc1ccc(C(=O)Nc2ccc(N3CCN(c4ccc(OC)cc4)CC3)c(C#N)c2)cc1	1%	-1%	-20%	3%	-2%	-2%	0%
38	COc1ccc(C)c2sc(N3CCCC3)nc12	1%	1%	-1%	-20%	-9%	11%	10%
39	Cc1ccc(-c2ccc(/C=N/N3C(=O)C4C5C=CC(C6CC56)C4C3=O)o2)c([N+](=O)[O-])c1 (stereo not drawn)	-14%	-6%	-8%	-24%	-4%	9%	-9%
40	CC1(C)C2CCC1(C)C(OC(=O)c1ccc(O)cc1)C2 (stereo not drawn)	2%	·	-16%[10 µM]	-25%[9.22 µM]	-1%	·	-25%
41	O=C(NCCSc1ccc(Br)cc1)c1ccccc1	-7%	-9%	-4%[10 µM]	-7%	7%	-1%[46 µM]	-3%
42	CCCCCCC(=O)Nc1c(O)c2ccccc2[nH]c1=O	0%	-9%	-11%[10 µM]	5%	-2%	3%	2%
43	O=[N+]([O-])c1ccc(-c2nc(-c3ccc(F)cc3)c(-c3ccncc3)[nH]2)cc1	?	·	·	·	3%&-9%	?	·
44	COc1ccc(NC(=O)c2nn(C)c(=O)c3ccccc23)cc1S(=O)(=O)Nc1ccccc1Cl	-16%	-1%	-75%[inhibitor]	11%	-7%	?	-2%
45	CCC(=O)NC(=S)Nc1ccc(NC(=S)NC(=O)c2ccccc2)cc1	-1%	5%	35%[10 µM]	-8%[9.22 µM]	-3%	·	-4%
46	CCOC(=O)c1oc2ccccc2c1NC(=O)COc1cccc(OC)c1	-1%	0%	-13%	9%	-8%	2%	9%
47	CC12CC(NC(=O)N1c1cccc(C(=O)Nc3ncn[nH]3)c1)c1ccccc1O2 (stereo not drawn)	3%	4%	-7%	-6%	1%	?	-5%
48	CCOC(=O)c1c(-c2cccc([N+](=O)[O-])c2)csc1NC(=O)C1CC1	-13%	-18%	-14%	26%	-6%	-8%	-3%
